# Screens as filed in PubChem.
# GPR151 activ: human GPR151 activation | activation, % at 11.2 µM | PathHunter beta-arrestin GPR151 cells, luminescence | 650,000 tested, 1% active | Q8TDV0; in the data active = activation above about 4.9%;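 also: 0% = median of compound wells and 100% = cells with positive control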
# Target sequence (Q8TDV0 whole entry, looked up): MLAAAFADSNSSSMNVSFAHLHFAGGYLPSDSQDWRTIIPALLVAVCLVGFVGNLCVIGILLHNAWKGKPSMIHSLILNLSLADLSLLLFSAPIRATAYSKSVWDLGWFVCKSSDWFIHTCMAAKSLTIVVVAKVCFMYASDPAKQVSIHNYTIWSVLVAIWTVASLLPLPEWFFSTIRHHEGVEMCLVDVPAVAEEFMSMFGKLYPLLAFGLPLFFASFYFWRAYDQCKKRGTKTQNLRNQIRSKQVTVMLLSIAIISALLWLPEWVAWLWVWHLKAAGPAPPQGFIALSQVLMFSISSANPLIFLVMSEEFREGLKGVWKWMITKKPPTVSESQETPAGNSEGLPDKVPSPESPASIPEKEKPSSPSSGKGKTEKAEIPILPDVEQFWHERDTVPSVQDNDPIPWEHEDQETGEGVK
# FBW7 activator: activators of human E3 ligase FBW7; normalized activity (activation), % at 26.1 µM; AlphaScreen FBW7–phospho-cyclin E peptide binding, activator screen; 650,000 tested, 0.13% active; in the data active = normalized activity above about 1.9%;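 also: purified mutant Fbw7 with reduced substrate affinity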
# MITF inh: inhibitors of human MITF | inhibition, % at 2.6 µM | 650,000 tested, 0.91% active | AlphaScreen MITF homodimerization, bead proximity signal | O75030 | AID 1259374; in the data active = inhibition above about 50%;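 also: 0% = vehicle wells with protein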
# TEAD-YAP inh: TEAD-YAP interaction inhibition | HEK-TIYL cells, TEAD-Gal4/YAP UAS-luciferase luminescence | inhibition, % at 9.12 µM | 640,000 tested, 1.4% active | AID 1259422; in the data active = inhibition above about 32%;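 also: 0% = median of test compound wells and 100% = reference inhibitor wells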
# * marks the source's active call; other numbers are inactive results.
(1) Cc1ccc(N=c2sc(C3=c4cc([N+](=O)[O-])ccc4=NC3=O)c(O)n2-c2ccc(C)cc2)cc1
(2) COC(=O)c1c(-c2ccc(F)cc2)csc1NC(=O)c1ccc(OC)cc1OC
(3) O=C(CCCN1C(=O)c2ccccc2C1=O)Nc1nccs1
(4) CSc1ncccc1C(=O)NCC1COC2(CCCCC2)O1 (centres undefined)
(5) O=C(NCCc1nc2ccccc2[nH]1)Nc1cc(C(F)(F)F)ccc1F
(6) C=CCn1c(=O)c2c(nc3n(CCC)c(C)c(C)n23)n(C)c1=O
(7) O=C(NCC1CCCCC1)C(=O)Nc1ccccc1F
(8) CC1CCN(Cc2nnnn2CC(=O)N2CCCC(C(=O)c3cccnc3)C2)CC1 (centres undefined)
entry no.	1	2	3	4	5	6	7	8
GPR151 activ	0.9	1.1	-0.2	-0.7	0.7	-0.8	0.6	2.0
FBW7 activator	-0.1	0.4	0.1	-0.1	0.1	-0.1	-0.1	0.1
MITF inh	-1	-8	-6	-2	9	-9	2	-2
TEAD-YAP inh	2	3	1	12	6	11	-17	11

(9) CC(=O)Nc1cccc(NC(=O)C23CC4CC(CC(C4)C2)C3)c1
(10) CC(C)CNC(=O)c1ccccc1NC(=O)c1ccc([N+](=O)[O-])cc1
(11) COc1ccc(-c2cc(N)n(S(=O)(=O)c3ccc(Cl)cc3)n2)cc1OC
(12) COc1cccc(NC2=C(NCCO)C(=O)c3ccccc3C2=O)c1
(13) CC1=C(C(=O)c2ccccc2)C(c2ccc(Cl)cc2)NC(=O)N1 (centres undefined)
(14) Cc1ccc(C2/C(=C(\O)c3ccccc3)C(=O)C(=O)N2c2cccc(C)n2)cc1 (centres undefined)
(15) CCOc1ccccc1C(=O)Nc1ccc(-c2ccc3nnc(C)n3n2)cc1
(16) Cc1cc(S(=O)(=O)NCCc2csc3nc(-c4ccc(F)cc4)nn23)ccc1F
entry no.	9	10	11	12	13	14	15	16
GPR151 activ	0.3	1.9	0.5	-0.1	-1.4	-0.8	0.5	0.3
FBW7 activator	0.1	0.0	-0.1	-0.4	0.2	0.1	0.0	0.0
MITF inh	15	-3	-2	31	27	4	-12	14
TEAD-YAP inh	-5	-2	-6	-15	7	5	1	4

(17) C1=CC2CC1CC2CN1CCN(Cc2ccncc2)CC1 (centres undefined)
(18) CC1=C(C(=O)OCC2CCCO2)C(c2coc3ccc(C)cc3c2=O)C2=C(CC(C)(C)CC2=O)N1 (centres undefined)
(19) CCCCOC(=O)c1cccc(NC(=O)c2ccccc2)c1
(20) Cc1nn(C(=O)Cn2ccc([N+](=O)[O-])n2)c(C)c1Br
(21) O=S(=O)(/C=C/c1ccccc1)N1CCN(c2ccccc2)CC1
(22) COc1cccn2c(C(=O)NCc3ccc4c(c3)OCO4)c(C(F)(F)F)nc12
(23) O=c1c2cc3c(cc2[nH]c(=S)n1CCC1=CCCCC1)OCO3
(24) CCc1ccc(C2C(C(=O)Nc3ccccc3OC)=C(C)Nc3nnnn32)cc1 (centres undefined)
entry no.	17	18	19	20	21	22	23	24
GPR151 activ	1.4	0.5	-0.5	-1.0	3.9	-0.4	-0.7	3.1
FBW7 activator	0.7	-0.2	0.3	-0.1	0.1	0.1	-0.3	0.1
MITF inh	79*	3	17	4	11	8	-2	14
TEAD-YAP inh	-1	1	-7	9	5	-4	-10	2

(25) CC1CCCCN1c1ncccc1C(=O)N1CCCC1 (centres undefined)
(26) CCOC(=O)C(C)OC(=O)c1ccc(C)c([N+](=O)[O-])c1 (centres undefined)
(27) CC(C)N(C(=O)Cn1c(Cl)nc2c1c(=O)n(C)c(=O)n2C)c1ccccc1
(28) O=C(CSc1ncnc2sc3c(c12)CCC3)Nc1ccc(Cl)c(C(F)(F)F)c1
(29) CCOC(=O)c1c(C)oc2c(Cl)cc(NS(=O)(=O)c3ccc(Br)cc3)cc12
(30) O=C(Nc1ccc2c(c1)N(C(=O)C1CCCC1)CC2)c1c(F)cccc1Cl
(31) COc1ccccc1/C=N/NC(=O)NC12CC3CC(CC(C3)C1)C2
(32) O=C(Oc1ccc(-c2cnc3ccccc3n2)cc1)c1cc([N+](=O)[O-])ccc1Cl
entry no.	25	26	27	28	29	30	31	32
GPR151 activ	-1.1	2.4	-0.2	-0.1	-0.4	-0.5	-1.0	-0.8
FBW7 activator	0.3	0.2	-0.2	0.8	0.2	0.0	-0.1	-0.2
MITF inh	10	16	-5	8	14	-3	10	-14
TEAD-YAP inh	3	11	0	-2	-12	-12	9	-8

(33) COc1ccc(NC(=O)CSc2ncnc3ccccc23)cc1
(34) CCOc1ccc(C2C(C(=O)OC(C)C)=C(C)N=C3SCCC(=O)N32)cc1 (centres undefined)
(35) CSCCC(NC(=O)c1ccc([N+](=O)[O-])cc1Cl)C(=O)O (centres undefined)
(36) Cc1ccc(NS(=O)(=O)c2c[nH]c(=O)[nH]c2=O)cc1Cl
(37) Cc1c(NS(=O)(=O)c2ccc(Cl)cc2)c(=O)n(-c2ccccc2)n1C
(38) O=C(c1cccc(Br)c1)N1CCc2c([nH]c3ccccc23)C1c1ccc(Cl)cc1 (centres undefined)
(39) CCCC1(C2CCN(C(=O)CCC3CCCCC3)CC2)NC(=O)N(CC2CCCO2)C1=O (centres undefined)
(40) O=C(Nc1ccccc1C(=O)OC1CCCCC1)c1ccccc1
entry no.	33	34	35	36	37	38	39	40
GPR151 activ	-2.1	0.8	0.2	1.3	-0.4	1.1	0.4	-6.1
FBW7 activator	-0.1	0.1	0.5	0.1	-0.2	0.2	0.0	0.1
MITF inh	0	12	18	-13	2	4	4	3
TEAD-YAP inh	-7	4	-2	6	-2	-17	-15	0

(41) CCOc1cc(/C=C2/NC(=S)NC2=O)ccc1OC
(42) COc1ccc(C2(C(=O)Nc3ccccc3C)CCOCC2)cc1OC
(43) CNC(=O)c1c(NC(=O)c2ccc3c(c2)OCCO3)sc2c1CCCCC2
(44) COc1cccc(C2=CC(c3cccc(F)c3)n3ncnc3N2)c1 (centres undefined)
(45) Nc1nc(SCCOc2c(Cl)cccc2Cl)n[nH]1
(46) CC(=O)Nc1c(NC(C)=O)c(NC(C)=O)c(NC(C)=O)c(NC(C)=O)c1NC(C)=O
(47) CCOC(=O)c1csc(NC(=O)C(C)(C)C)n1
(48) CCN=C1S/C(=C\c2cccc(O)c2)C(=O)N1CC
entry no.	41	42	43	44	45	46	47	48
GPR151 activ	1.8	-2.0	-0.3	-1.6	-0.3	0.5	1.5	-0.4
FBW7 activator	0.0	0.7	0.3	0.0	-0.1	0.1	-0.1	0.0
MITF inh	-4	-3	4	14	-1	-11	-6	9
TEAD-YAP inh	-3	-4	-18	29	-8	3	-12	-11

(49) CCOC(=O)/C(C#N)=N/OCC(=O)N1CCN(c2ccccc2)CC1
(50) Cc1ccc(-n2ccnc(SCC(=O)c3ccc(F)cc3)c2=O)cc1
(51) Cc1ccc(Nc2nc3nonc3[nH]c2=O)cc1Cl
(52) CCOc1ccc2nc(C)cc(Nc3ccccc3OC)c2c1
(53) Nc1ccc(-n2nncc2-c2ccco2)cc1
(54) COc1cccc(NC(=O)N2CCC(C(=O)NCc3ccccc3Cl)CC2)c1
(55) COC(=O)CN1C(=O)S/C(=C/c2cccn2-c2ccccc2F)C1=O
(56) CCOc1ccc(-n2ccnc(SCC(=O)c3cccc(Cl)c3)c2=O)cc1
entry no.	49	50	51	52	53	54	55	56
GPR151 activ	0.2	0.4	-1.6	-1.0	-0.7	-0.3	0.7	-0.4
FBW7 activator	0.0	-0.1	-0.1	0.0	0.0	0.2	-0.2	-0.3
MITF inh	-2	3	-8	-5	-2	13	14	36
TEAD-YAP inh	9	-19	-9	15	5	6	-1	-5

(57) O=C1OC(/C=C/c2cccc(Cl)c2Cl)=NC/1=C\c1ccccc1Cl
(58) COc1ccccc1C(=O)CN1CCN(c2ccc(F)cc2)CC1
(59) Cn1cccc1CC(=O)N1N=CCC1(O)C(F)(F)F (centres undefined)
(60) CC1CCC(NC(=O)C2(C)CCC(=O)N2Cc2ccc(F)cc2)CC1 (centres undefined)
(61) CC(C)Cc1nnc2sc(NC(=O)COc3ccccc3)nn12
(62) CC(C)[C@@H]1NC(=O)[C@H]2CN(Cc3ccccc3Cl)CCN2C1=O
(63) Cc1noc(C)c1-c1ccc(C(=O)NCCc2ccc(O)cc2)s1
(64) COc1ccc(-c2c(C)nn3c(Cl)c(C)c(C)nc23)cc1
entry no.	57	58	59	60	61	62	63	64
GPR151 activ	-0.5	-0.5	-0.1	-1.0	3.7	-1.4	-0.9	-1.0
FBW7 activator	0.0	0.3	-0.5	0.3	0.2	0.5	0.1	-0.2
MITF inh	-9	10	2	19	15	13	1	4
TEAD-YAP inh	-5	12	-6	-9	-15	-4	-13	0

(65) O=C(NCC1CCC2(CCN(C(=O)/C=C/c3cc(F)ccc3F)CC2)O1)C1CCCCC1 (centres undefined)
(66) Cc1ccc(NC(=O)c2ccc(F)c(S(=O)(=O)N3CCC(C)CC3)c2)cc1F
(67) COCCN(C(=O)CCC(=O)NCc1cccnc1)C1CCN(C)CC1
(68) CCOC(=O)c1c(NC(=O)/C=C/c2ccc(OC)c(Br)c2)sc2c1CCC2
(69) CCn1ccnc1[C@@H]1C[C@H]2CN(Cc3cccc(Cl)c3)C(=O)[C@]23CCCN13
(70) O=C(CCN1CCOCC1)Nc1ccccc1F
(71) CCCCOC(=O)c1ccc(NC(=O)Cn2ccsc2=N)cc1
(72) O=C(Nc1nc(-c2nc3ccccc3s2)cs1)c1ccc(S(=O)(=O)N2CCc3ccccc3C2)cc1
entry no.	65	66	67	68	69	70	71	72
GPR151 activ	1.2	1.4	-0.6	0.2	-0.2	-4.5	2.1	2.3
FBW7 activator	-0.1	0.0	0.3	0.0	0.0	-0.1	0.1	0.1
MITF inh	3	7	16	-15	1	-12	2	8
TEAD-YAP inh	-2	3	-2	8	0	-5	15	-27

(73) O=C(CN1CCc2ccccc2C1)Nc1ccc(S(=O)(=O)N2CCOCC2)cc1
(74) CCOc1cc2c(cc1OCC)C(c1cc3c(cc1Br)OCO3)NCC2 (centres undefined)
(75) COc1ccc(N=Cc2cc([N+](=O)[O-])ccc2O)cc1Cl
(76) Cc1onc(-c2ccccc2)c1C(=O)Nc1ccc(N2CCOCC2)c2nonc12
(77) N#Cc1c(NC(=O)c2ccc3ncsc3c2)sc2c1CCC2
(78) O=C(CCc1c[nH]c2ccccc12)Nn1c(SCc2ccc(Cl)cc2)nc2ccccc2c1=O
(79) O=C(C(Cc1ccccc1)N1C(=O)c2ccccc2C1=O)N1CCCCC1 (centres undefined)
entry no.	73	74	75	76	77	78	79
GPR151 activ	3.2	0.1	1.0	-1.8	-0.8	0.9	2.4
FBW7 activator	-0.1	0.5	0.0	-0.1	-0.1	0.0	-0.1
MITF inh	-5	-3	10	8	1	19	2
TEAD-YAP inh	1	-3	-2	14	-13	18	-10
